Screening data (PubChem BioAssay)
Cardio protect: protects H9c2 cardiomyocytes from peroxide injury; H2O2 injury protection, ATPLite, 2 h; 0.63% of 360,000 active; protection from H2O2 cell death, % at 20 µM;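 active = compounds giving at least 50% protection of heart cells from peroxide-induced death in the single-dose screen, raw or plate-pattern-corrected value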;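 note: 0% = DMSO wells with peroxide and 100% = DMSO wells without peroxide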
Exocytosis inh: blocks lytic granule exocytosis; TALL-104 LAMP-1 surface exposure, flow cytometry; cells stimulated with thapsigargin and PMA; inhibition, % at 10 µM; 0.66% of 360,000 active; AID 651702;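 active = inhibition above about 55%, limit read from the data; inconclusive = no clear call, values can overlap the other calls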
MC4R barr agon: human MC4R agonism via beta-arrestin. activation, % at 8.9 µM. U2OS MC4R beta-arrestin complementation, luminescence; percent of melanotan II response, DMSO zero. 0.98% of 360,000 active;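 active = activation above a per-plate cutoff, the mean activation of sample wells on that plate plus 3 SD, cut at about 8% in these data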
hiPSC survival: increases survival of single human iPS cells | hiPSC single-cell survival, ATPlite luminescence; 100% = ROCK inhibitor wells, 0% = DMSO | survival enhancement, % at 20 µM | 0.044% of 360,000 active | AID 602274; in the data active = survival enhancement above about 18%;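 note: cells exposed to compounds for 16 hours before the ATP read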
ABHD5-PLIN5 inh: blocks binding of human ABHD5 to perilipin-5; Q00G26+Q8WTS1; Split G. princeps luciferase complementation, luminescence, 4 h; inhibition, % at 4 µM; 0.78% of 360,000 active; AID 602281;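 active = inhibition above the mean inhibition across every tested compound plus 3 SD, cut at about 22% in these data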;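 note: 0% = DMSO only wells and the 100% control is not disclosed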
Target sequence (Q00G26 whole entry, looked up): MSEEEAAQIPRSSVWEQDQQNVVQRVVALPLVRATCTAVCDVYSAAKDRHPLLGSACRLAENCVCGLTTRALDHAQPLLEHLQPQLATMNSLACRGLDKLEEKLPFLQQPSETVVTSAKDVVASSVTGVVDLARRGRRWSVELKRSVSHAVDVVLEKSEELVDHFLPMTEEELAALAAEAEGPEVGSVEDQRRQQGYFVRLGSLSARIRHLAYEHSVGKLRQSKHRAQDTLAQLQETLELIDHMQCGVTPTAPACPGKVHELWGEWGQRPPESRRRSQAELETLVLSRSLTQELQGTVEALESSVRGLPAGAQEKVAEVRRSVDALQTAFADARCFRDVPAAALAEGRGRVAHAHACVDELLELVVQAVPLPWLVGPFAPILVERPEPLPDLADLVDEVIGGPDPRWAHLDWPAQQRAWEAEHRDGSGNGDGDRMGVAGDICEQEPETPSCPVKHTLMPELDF
Target sequence (Q8WTS1 whole entry, looked up): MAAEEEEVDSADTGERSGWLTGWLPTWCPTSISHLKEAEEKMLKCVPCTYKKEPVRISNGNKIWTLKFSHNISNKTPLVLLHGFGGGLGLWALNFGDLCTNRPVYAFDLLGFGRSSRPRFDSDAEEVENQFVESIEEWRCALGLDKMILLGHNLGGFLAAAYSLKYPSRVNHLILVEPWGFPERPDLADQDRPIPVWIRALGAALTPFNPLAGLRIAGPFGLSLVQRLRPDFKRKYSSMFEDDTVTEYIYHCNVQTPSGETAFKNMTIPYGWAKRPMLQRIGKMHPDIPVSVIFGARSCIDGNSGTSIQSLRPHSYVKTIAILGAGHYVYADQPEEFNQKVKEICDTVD
N-glyco inh: N-linked glycosylation inhibition; D54 ERlucT glycosylation luciferase reporter, 24 h; percent of 100 nM tunicamycin response; reporter increase, % at 12.5 µM; 0.23% of 360,000 active; AID 588692;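 active = mean luciferase reporter signal, scaled so untreated is 0 and the glycosylation-blocking control 100, at or above a set limit in every replicate; inconclusive = mean reaches the limit but not every replicate does; inactive = mean below the limit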;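 note: luciferase carries N-glycosylation sites so blocking glycosylation raises the light; 0% = median of neutral control wells and 100% = median of 100 nM tunicamycin wells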
MC4R antagonist: human MC4R antagonism in cAMP assay. MC4R-expressing cells, MTII-stimulated cAMP, LANCE TR-FRET. inhibition, % at 6.5 µM. 0.48% of 360,000 active;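 active = inhibition above its plate's cutoff, the mean of tested wells on that plate plus 3 SD, cut at about 29% in these data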;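 note: 0% = Melanotan II alone and 100% = Melanotan II plus saturating MCL0020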
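Material: human MC4R-expressing U2OS cells. Probe or stimulus: Melanotan II challenge. Dosing: 6.5 µM single dose. Times: 30-min compound, 1-h challenge, 1-h detection, room temperature. Technique: TR-FRET with Eu-cAMP and labeled anti-cAMP, 671 nm. Replication: singlicate.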
aDG glyco act: alpha-DG glycosylation activation; Pro5-aDG cells, alpha-DG glycosylation AlphaScreen (IIH6); 0% Pro5, 100% B10-LARGE cell signal; activation, % at 10 µM; 0.22% of 360,000 active; AID 624168;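 active = activation of at least 8% versus controls, or a plate z-score of at least 8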;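 note: Pro5 are CHO cells carrying HIG-tagged alpha-DG that lacks glycosylation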
m5-HT2A agonist: activates the mouse 5-HT2A serotonin receptor | P35363 | CHO-K1 mHTR2A beta-arrestin complementation, luminescence; percent of 30 µM serotonin response | activation, % at 7.6 µM | 0.66% of 360,000 active;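 active = activation above a run cutoff, the mean activation of all tested compounds plus 3 SD, cut at about 14% in these data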;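 note: 0% = plate median of compound wells and 100% = 30 µM serotonin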
ABCB6 inh 2: human ABCB6 transporter inhibition; K562-ABCB6 porphyrin accumulation, flow cytometry, 1 h; active compounds read low; fluorescence ratio to DMSO, % at 10 µM; 0.19% of 360,000 active; Q9NP58;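 active = fluorescence ratio to DMSO below 75%, the collection mean minus 3 SD; inconclusive = too few cells collected in the well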;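 note: signal is porphyrin accumulated inside mitochondria; 100% equals median channel fluorescence of DMSO control wells; lower ratio means ABCB6 inhibition with less porphyrin fluorescence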
* = called active by the depositor; ? = inconclusive; nt = not tested or not shown; & = joins results of further samples. The order is random; 4.5% or so of the library scored in one or more.

SMILES	Cardio protect	Exocytosis inh	MC4R barr agon	hiPSC survival	ABHD5-PLIN5 inh	N-glyco inh	MC4R antagonist	aDG glyco act	m5-HT2A agonist	ABCB6 inh 2
O=c1[nH]c2cc([N+](=O)[O-])ccc2c2cc(Br)ccc12	15	-2	-1.1	7.9	-5	5	-3	0.1	2	95
CCOC(=O)C1=CN(Cc2ccco2)S(=O)(=O)NC1c1ccc(C(F)(F)F)cc1 (stereo not drawn)	-10	2	0.9	-1.0	2	0	2	0.2	-7	98
COc1ccc(-c2nc3cc(C)c(Br)c(C)n3c2Cc2cccc(F)c2)cc1OC	-6	-2	nt	-1.1	4	-2	nt	-0.4	-2	100
N#CCCN(CCC#N)S(=O)(=O)c1ccc(C(=O)Nc2nc(-c3ccccc3)c(C(=O)c3ccccc3)s2)cc1	-2	-1	-3.0	0.2	2	2	10	-0.1	0	97
COc1ccc(C(=O)Nc2nc(-c3ccc([N+](=O)[O-])cc3)c(-c3ccccc3)s2)cc1	-4	1	-0.1	0.4	0	-3	6	-0.4	-6	122
CSc1nncc(-c2ccc(F)cc2)n1	23	0	-1.1	3.0	1	-1	4	-0.2	-3	94
CCc1nnc(NC(=O)c2cc(S(=O)(=O)N3CCN(CC)CC3)ccc2Cl)s1	15	-3	-1.4	-1.1	-6	2	2	-0.1	3	95
O=C(Oc1cccc(NC2=NS(=O)(=O)c3ccccc32)c1)c1ccncc1	-2	-1	-2.2	-0.6	1	2	-6	-0.2	4	91
CC(=O)c1c(C)[nH]c(C(=O)COC(=O)c2ccc(Cl)nc2)c1C	-9	1	-1.9	-0.2	3	0	4	0.3	-3	96
CN(CC(=O)NCC1CCCO1)S(=O)(=O)c1ccc2ccccc2c1 (stereo not drawn)	-3	-2	-2.7	-1.2	-3	1	4	0.1	-4	101
O=C(CCC(=O)OCC(=O)c1ccc([N+](=O)[O-])cc1)NC1CCCCC1	-7	-7	3.3	-1.3	-10	-1	4	0.2	-2	100
CCOc1ccc(Nc2nnc(SCc3nc4ccccc4c(=O)[nH]3)s2)cc1	10	-3	2.1	2.2	-9	?	5	0.0	-3	101
O=C(Nc1ccccc1Cl)C1CCCN(S(=O)(=O)c2cccc3cccnc23)C1 (stereo not drawn)	-4	2	1.4	-0.3	8	0	2	-0.1	-2	98
COc1ccccc1NS(=O)(=O)c1cccc(C(=O)NNC(=O)c2ccc(NC(C)=O)cc2)c1	26	-5	-4.4	-0.2	2	-2	1	-0.1	4	94
CC(C)(C)c1ccc(NS(=O)(=O)c2ccc(N)cc2)cc1	-6	-16	0.1	0.2	0	0	5	-0.1	-2	94
CC1CC(=O)C(C2c3ccccc3CCN2C(=O)CCl)C(=O)C1 (stereo not drawn)	4	0	1.2	-1.3	0	2	4	-0.5	8	108
CC(O)c1cccc(NC(=O)Nc2cccc(NC(=O)Nc3cccc(C(C)O)c3)c2)c1 (stereo not drawn)	4	-1	-1.6	0.6	-6	1	-3	0.0	-2	75
O=C(CNC(=O)c1ccccc1)NCCCSc1ccccc1	3	1	-0.8	-1.5	-1	2	6	0.7	-5	100
Cc1cccnc1NC(=O)CNC(=O)C1CCCCC1	4	-4	-1.3	3.0	6	3	7	-0.1	-8	97
Cc1ccnc(NC(=O)C2CC(=O)N(c3ccc4c(c3)OCCO4)C2)c1 (stereo not drawn)	-10	4	-1.0	-0.1	-4	-17	-2	0.1	1	97
Cc1onc(-c2ccccc2Cl)c1-c1nc(-c2ccccn2)no1	8	2	0.7	5.1	2	-6	0	0.2	0	97
Cc1ccc(S(C)(=O)=N/C=C2\C(=O)c3sccc3N(C)S2(=O)=O)cc1 (stereo not drawn)	4	6	-2.1	-0.7	-5	0	2	0.0	-5	95
Cc1ccc(NC(=S)N2CCC(C(N)=O)(N3CCCCC3)CC2)c(C)c1	5	0	-0.7	-0.6	11	1	-3	-0.1	3	95
COc1ccccc1C1CCN(C(=O)c2cnn(-c3ccccc3)c2C)CC1	8	-4	0.3	-0.7	7	-2	-2	0.0	2	92
CCCCn1ccc(O)c(Cc2ccc(F)cc2)c1=O	0	0	-0.1	0.0	3	-2	13	0.0	7	102

For convenience, 3 of the compounds above.
SMILES	Cardio protect	Exocytosis inh	MC4R barr agon	hiPSC survival	ABHD5-PLIN5 inh	N-glyco inh	MC4R antagonist	aDG glyco act	m5-HT2A agonist	ABCB6 inh 2
Cc1ccc(NC(=S)N2CCC(C(N)=O)(N3CCCCC3)CC2)c(C)c1	5	0	-0.7	-0.6	11	1	-3	-0.1	3	95
COc1ccccc1C1CCN(C(=O)c2cnn(-c3ccccc3)c2C)CC1	8	-4	0.3	-0.7	7	-2	-2	0.0	2	92
CCCCn1ccc(O)c(Cc2ccc(F)cc2)c1=O	0	0	-0.1	0.0	3	-2	13	0.0	7	102

Further records follow:
SMILES	Cardio protect	Exocytosis inh	MC4R barr agon	hiPSC survival	ABHD5-PLIN5 inh	N-glyco inh	MC4R antagonist	aDG glyco act	m5-HT2A agonist	ABCB6 inh 2
O=C(Nc1ncc(Cc2ccccc2)s1)C1=NCCN1	14	7	-1.5	-0.2	-2	4	2	-0.4	-5	98
CC(=O)Nc1c(-c2ccccc2)nc2cc(C)ccn12	-4	-6	0.1	0.9	4	2	-3	0.0	4	99
CCCC[C@@H]1CNCCN1CCc1cc(C(F)(F)F)cc(C(F)(F)F)c1	-6	-5	5.4	-4.5	-8	-4	1	1.2	9	106
O=C(COC(=O)/C=C/c1cccc(Br)c1)Nc1ccc(Cl)cn1	-3	7	1.5	3.0	-2	1	6	-0.4	-4	100
O=C(c1ccc(Cn2cnnn2)cc1)N1CCCC(Nc2ccc(F)c(F)c2)C1 (stereo not drawn)	-5	0	-3.2	0.8	2	0	9	0.5	-4	108
O=C(O)CCCCCCNC(=O)c1cncc(O)c1	-2	12	1.0	3.0	-8	0	20	0.3	-1	104
Cc1csc(=O)n1CCC(=O)OCC(=O)Nc1ccc(C(N)=O)cc1	-5	2	-5.6	-0.2	-8	4	9	-0.1	6	105
COc1ccc2oc(C(=O)Nc3nc(-c4ccccn4)cs3)c(C)c2c1	20	-2	-0.5	-0.4	3	3	16	0.6	5	94
CN(Cc1cccs1)C(=O)CCc1ccc(S(=O)(=O)N2CCOCC2)cc1	3	-1	0.8	4.7	-5	3	4	-0.2	-4	91
COc1cc(/C=N/n2c(COc3ccccc3)n[nH]c2=S)cc(OC)c1OC(C)=O	-4	8	-2.8	-0.3	1	5	-3	-0.1	0	93
CCOC(=O)C1=C(C)Nc2ccccc2N=C1N	7	2	-2.3	1.6	2	5	2	-0.1	-1	102
CC1CCN(C2=NC(=O)/C(=C/c3cn[nH]c3-c3ccccc3)S2)CC1	-2	23	-0.1	1.9	0	-3	-17	0.0	-5	90
CN(CC(=O)Nc1ccc(Cl)cc1)C(=O)CCC1CCCC1	-5	23	5.4	-0.2	6	nt	0	-0.2	5	92
CCc1c(C)nc2nc(SCc3ccccc3)[nH]n2c1=O	-3	-5	-0.1	0.8	8	0	11	0.1	7	106
Cc1occc1C(=O)N/N=C/c1ccc[nH]1	-2	-1	-0.3	0.2	0	2	13	-0.1	-3	103
COc1cc(/C=N/Nc2nc(N3CCCC3)nc(N3CCCC3)n2)ccc1O	6	0	1.6	-2.3	0	6	-4	-0.1	-5	103
CCCN=C1N(C)C[C@@H]2[C@@H]3C(=O)N(Cc4ccccc4)C(=O)[C@@H]3[C@](Cc3ccccc3)(C(=O)OC)N12	-1	1	1.9	-1.0	-7	1	2	0.2	-1	95
Cc1nn(CC(=O)Nc2ccc(Cl)c(S(=O)(=O)N(C)C)c2)c(C)c1[N+](=O)[O-]	7	2	-2.2	1.7	-3	0	2	-0.1	7	101
CC(C)C(NC(=O)c1ccccc1F)C(=O)NCc1ccccc1 (stereo not drawn)	-11	-8	-0.4	-0.1	-7	2	0	0.0	-4	99
COc1ccc(N2C(=O)c3ccccc3NC2c2ccccc2O)cc1 (stereo not drawn)	-3	14	-1.2	0.1	5	-8	10	0.0	2	98
COc1cccc(C(=O)Nc2nc(-c3ccccc3)c(-c3ccccc3)o2)c1	11	-1	-1.4	-2.5	-7	1	-2	0.1	-4	101
CC(C)CC1(C)NC(=O)N(CC(=O)Nc2cccc(S(=O)(=O)N(C)c3ccccc3)c2)C1=O (stereo not drawn)	-6	-4	-2.0	-1.1	-2	3	5	0.1	0	99
CCC(C)C(NC(=O)c1ccc(Cl)cc1)C(=O)Nc1cccnc1 (stereo not drawn)	6	-1	-1.9	-0.7	6	-1	2	0.5	2	89
NC(=O)c1nsc(C(=O)N(c2cccc(O)c2)C(C(=O)NC2CCCC2)c2ccc(Cl)cc2)c1N (stereo not drawn)	7	9	6.0	0.5	-13	-5	4	0.0	2	89
Cc1cccc(C)c1OCCOCCN1CCN(C)CC1	2&-1	-3&-1	0.1&1.3	3.8&3.5	2&1	9&-4	-3&9	0.3&0.1	3&-2	99&98

Going on with the list.
SMILES	Cardio protect	Exocytosis inh	MC4R barr agon	hiPSC survival	ABHD5-PLIN5 inh	N-glyco inh	MC4R antagonist	aDG glyco act	m5-HT2A agonist	ABCB6 inh 2
S=C1NCC(c2ccccc2)S1 (stereo not drawn)	1	1	-1.7	-1.1	-7	1	1	0.1	2	96
CCOC(=O)C1CCCN(C(=O)c2ccc(Cl)c(S(=O)(=O)N3CCCCCC3)c2)C1 (stereo not drawn)	4	-5	0.5	-0.3	1	0	2	0.1	-1	84
COc1ccc(NC(C)=O)cc1S(=O)(=O)N1CCN(C(=O)c2ccccc2F)CC1	1	-4	-4.1	-0.5	-8	0	8	-0.1	-2	91
O=C(COC(=O)c1cccs1)Nc1cccc(Cl)c1	-4	-1	-0.5	0.1	-3	1	-2	-0.1	9	96
COC(=O)N1C(=O)[C@](c2ccsc2)(C(C)C)N1C(=O)OC	13	-5	-0.8	-1.3	-7	-2	-7	-0.1	-5	93
O=C1C(c2ccncc2)=C(O)c2ccccc21	-31	1	-2.2	-2.8	-3	-11	-1	-0.1	1	100
Cc1ccsc1C(=O)N1CCC1(C)C(=O)NS(=O)(=O)c1ccccc1C(F)(F)F (stereo not drawn)	5	-5	-1.0	-0.3	7	-1	-2	0.2	-1	98
COc1cc(C(=O)Oc2ccccc2)ccc1OCc1c(C)noc1C	-8	-1	-1.2	-0.6	0	-1	6	-0.2	-4	95
O=C(COC(=O)c1cccnc1Cl)Nc1ccc2c(c1)OCO2	0	-4	-2.9	-0.3	2	2	2	-0.5	4	99
O=S(=O)(c1cccs1)N1CCc2ccccc21	-30	0	-1.1	0.8	2	-2	1	0.0	2	212
COc1ccc(C(C)(C)C)cc1NC(=O)CCN1C(=O)NC(C)(C)C1=O	3	-3	0.1	8.1	-8	-3	4	-0.3	-4	101
CCC(Sc1nc(N)c(NC(=O)c2ccco2)c(=O)[nH]1)C(=O)O (stereo not drawn)	2	6	-2.2	-0.1	1	nt	15	-0.1	3	95
O=C(Nc1nccs1)c1ccc(-c2ccc(F)cc2)o1	-18	1	-1.9	-0.7	0	-1	8	-0.1	-5	97
